# pPAFAH FP inh: pPAFAH enzyme inhibitors, primary screen, biochemical, fluorescence polarization, human; Platelet-activating factor acetylhydrolase (Homo sapiens), Q13093; recombinant pPAFAH, FP-rhodamine probe fluorescence polarization; inhibition, % at 3.39 µM; actives 1.5% (n = 330,000); AID 463082, 2010;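 active = inhibition above the mean inhibition across the screen plus 3 SD, cut at about 25% in these data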;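 also: inhibitors block binding of the rhodamine activity-based probe so polarization drops; 0% = enzyme with DMSO and 100% = wells lacking pPAFAH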
# Target sequence (Q13093 whole entry, looked up): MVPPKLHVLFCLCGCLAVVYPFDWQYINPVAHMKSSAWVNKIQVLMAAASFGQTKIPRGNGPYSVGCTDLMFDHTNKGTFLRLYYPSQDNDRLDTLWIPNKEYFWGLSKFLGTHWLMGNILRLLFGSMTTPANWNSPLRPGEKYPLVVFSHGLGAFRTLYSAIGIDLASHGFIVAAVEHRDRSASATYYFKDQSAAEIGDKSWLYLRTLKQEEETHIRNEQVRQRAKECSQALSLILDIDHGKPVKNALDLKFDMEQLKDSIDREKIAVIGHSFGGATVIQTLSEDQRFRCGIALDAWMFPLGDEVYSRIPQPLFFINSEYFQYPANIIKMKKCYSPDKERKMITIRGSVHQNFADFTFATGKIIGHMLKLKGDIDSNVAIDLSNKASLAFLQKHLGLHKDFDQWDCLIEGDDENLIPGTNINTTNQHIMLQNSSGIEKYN
# LYPLA2 counter: LYPLA2 inhibitors, primary screen, counter-screen for PME1 inhibitor project, biochemical, fluorescence polarization, FP-Rh probe ABPP; recombinant LYPLA2; inhibition, % at 5.9 µM; actives 0.38% (n = 320,000);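 active = inhibition above the screen-wide mean plus 3 SD, limit set per campaign, cut at about 26% in these data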;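 also: 0% = LYPLA2 with DMSO and 100% = wells lacking LYPLA2 enzyme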
# Target sequence (O95372 whole entry, looked up): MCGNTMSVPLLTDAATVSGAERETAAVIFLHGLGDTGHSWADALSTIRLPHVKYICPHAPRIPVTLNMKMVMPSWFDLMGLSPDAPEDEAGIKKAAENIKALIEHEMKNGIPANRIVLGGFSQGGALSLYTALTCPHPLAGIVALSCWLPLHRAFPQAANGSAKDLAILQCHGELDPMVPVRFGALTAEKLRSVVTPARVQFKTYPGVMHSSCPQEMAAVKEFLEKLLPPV
# PAFAH1B2 inh: PAFAH1B2 enzyme inhibitors, primary screen, biochemical, fluorescence polarization, human | Platelet-activating factor acetylhydrolase IB subunit alpha2 (Homo sapiens), P68402 | recombinant PAFAH1B2, FP-rhodamine activity probe | inhibition, % at 3.39 µM | actives 1.2% (n = 340,000) | AID 492953, 2010;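 active = inhibition above the mean of all tested compounds plus 3 SD, cut at about 24% in these data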;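 also: 0% = enzyme with DMSO and 100% = wells lacking PAFAH1B2; many of its hits are not listed in these tables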
# Target sequence (P68402 whole entry, looked up): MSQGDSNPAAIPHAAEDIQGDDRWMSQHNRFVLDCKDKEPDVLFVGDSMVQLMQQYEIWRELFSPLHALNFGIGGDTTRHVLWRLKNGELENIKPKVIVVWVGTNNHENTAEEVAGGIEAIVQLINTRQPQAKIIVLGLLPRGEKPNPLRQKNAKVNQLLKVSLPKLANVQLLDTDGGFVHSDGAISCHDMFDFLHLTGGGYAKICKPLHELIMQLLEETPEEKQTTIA
# PREPL inh: PREPL enzyme inhibitors, primary screen, biochemical, fluorescence polarization; Prolyl endopeptidase-like (Homo sapiens), Q4J6C6; recombinant PREPL, fluorescence polarization activity-based probe; inhibition, % at 5.96 µM; actives 0.68% (n = 320,000); in the data active = inhibition above about 43%;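 also: 0% = enzyme with DMSO and 100% = wells lacking enzyme; many of its hits are not listed in these tables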
# LYPLA1 inh: LYPLA1 inhibitors, primary screen, counter-screen for PME1 inhibitor project, biochemical, fluorescence polarization, FP-Rh probe ABPP; Acyl-protein thioesterase 1 (Homo sapiens), O75608; recombinant LYPLA1; inhibition, % at 5.9 µM; actives 0.16% (n = 320,000); AID 2174, 2009;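 active = inhibition above the mean of all tested compounds plus 3 SD, set per campaign, cut at about 14% in these data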;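 also: inhibitors block serine hydrolase probe labeling of LYPLA1 so polarization falls; 0% = enzyme with DMSO and 100% = wells lacking LYPLA1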
# PAD4 FP inh: human PAD4 inhibitors, primary screen, biochemical, fluorescence polarization, 1536-well format | recombinant PAD4, RCA probe fluorescence polarization | Protein-arginine deiminase type-4 (Homo sapiens), Q9UM07 | inhibition, % at 6.36 µM | actives 0.41% (n = 330,000);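 active = percent inhibition above a cutoff equal to the mean of all tested compounds plus 3 SD, cut at about 15% in these data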;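 also: 0% = PAD4 with RCA probe and DMSO and 100% = probe without PAD4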
# GSTO1 inh: inhibitors of recombinant GSTO1, primary screen, counter-screen for RBBP9 inhibitor project, biochemical, fluorescence polarization; Glutathione S-transferase omega-1 (Homo sapiens), P78417; activity-based probe fluorescence polarization; inhibition, % at 5.96 µM; actives 1.1% (n = 300,000); AID 1974, 2009;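 active = inhibition above the campaign mean inhibition plus 3 SD, cut at about 35% in these data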;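 also: 0% = GSTO1-1 with DMSO and 100% = wells lacking GSTO1-1 enzyme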
# PME-1 primary: PME-1 inhibitors via competitive probe labeling, primary screen, biochemical, fluorescence polarization, FP-Rh probe, HTS; AID 2130, 2009; Protein phosphatase methylesterase 1 (Homo sapiens), Q9Y570; actives 0.53% (n = 320,000); inhibition, % at 5.9 µM; recombinant PME-1;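 active = inhibition above the campaign mean of all compounds plus 3 SD, cut at about 26% in these data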;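 also: competitive labeling of PME-1 active site by serine hydrolase directed probe; 0% = PME-1 with DMSO and 100% = wells lacking PME-1 enzyme; inhibitors block probe labeling so polarization falls and inhibition rises; many of its hits are not listed in these tables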
# PAFAH1B3 inh: PAFAH1B3 enzyme inhibitors, primary screen, biochemical, fluorescence polarization, human | inhibition, % at 3.39 µM | AID 492972, 2010 | Platelet-activating factor acetylhydrolase IB subunit alpha1 (Homo sapiens), Q15102 | actives 0.28% (n = 340,000) | recombinant PAFAH1B3, FP-rhodamine probe;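 active = inhibition above the screen-wide average of all tested compounds plus 3 SD, cut at about 25% in these data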;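 also: 0% = enzyme with DMSO only and 100% = wells lacking PAFAH1B3 protein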
# * marks the source's active call; other numbers are inactive results; · = no result given. These rows are one share of the data; the hit share may differ from the screen's.
SMILES,pPAFAH FP inh,LYPLA2 counter,PAFAH1B2 inh,PREPL inh,LYPLA1 inh,PAD4 FP inh,GSTO1 inh,PME-1 primary,PAFAH1B3 inh
O=C(Nc1ccc(F)c(F)c1)C1CCN(S(=O)(=O)c2cccs2)CC1,6,6,-3,-22,1,-2,·,5,6
COCC(C)NC(=O)CCSc1nc(-c2ccc(OC)cc2)cc(C(F)(F)F)n1 (configuration not stated),11,-11,-1,1,1,1,-3,-2,6
Cc1cc(OCC(=O)Nc2cccnc2)c2c(C)c(C)c(=O)oc2c1,3,11,0,-4,7,-2,-3,4,4
CCc1nc2ccccc2c(C(=O)OCc2nnc(-c3ccccc3)o2)c1C,6,3,-3,-4,0,0,10,6,-2
NS(=O)(=O)c1ccc(N2CCN(CCOc3ccc(Cl)cc3)CC2)nc1,2,3,-1,-1,-6,2,3,0,-6
O=C(CSc1nnc(CNC(=O)c2ccccc2F)o1)Nc1cccc(C(F)(F)F)c1,2,-6,12,4,-3,-1,-3,-5,-1
COc1ccc(CNC(=O)C(C)OC(=O)c2cccn2C)cc1 (configuration not stated),4,8,4,-2,2,1,5,2,1
COc1ccc(CNC(=O)COC(=O)c2nc3nc(C)cc(C)n3n2)cc1,2,-3,2,-2,-4,-1,·,-2,5
O=C(CSc1ncnc2c1oc1ccccc12)Nc1nccs1,4,4,0,-2,1,4,4,-5,10
Cc1nn(C)c(C)c1N=Cc1c(O)ccc2ccccc12,1,-6,7,28,-7,4,32,0,4
Cc1ccc(CNC(=O)CC2Nc3c4ccccc4nc(=S)n3C2=O)cc1 (configuration not stated),5,8,·,-5,1,-5,-3,3,·
Cc1ccc(Cl)c(NC(=O)COC(=O)c2cc[n+]([O-])cc2)c1Cl,6,·,3,3,·,-6,·,·,2
CCOC(=O)N1CCN(C(=O)CCc2nc3sc4c(c3c(=O)[nH]2)CCCC4)CC1,0,3,-1,24,-1,-2,2,0,-2
O=C(CSc1nnc(SCc2ccccc2)s1)N/N=C/C=C/c1ccccc1[N+](=O)[O-],10,-15,-7,2,-12,-2,6,-9,-27
Cc1nc2cc(NC(=O)NCc3ccccc3)ccc2o1,4,10,2,18,-3,-5,-6,5,12
Cc1ccc(-c2nc(P(=O)(c3ccccc3)c3ccccc3)c(N3CCOCC3)o2)cc1,4,-2,4,19,-1,2,1,1,13
Cc1onc(-c2ccccc2Cl)c1C(=O)N1CCN(c2nc3ccccc3s2)CC1,-1,3,3,-16,0,-2,1,1,2
COc1cccc(CC(=O)Nc2ccc(S(=O)(=O)N3CCCCC3)cc2)c1,-1,·,0,21,·,2,·,·,3
O=C(c1ccc(F)cc1)N1C2CCC1CC(O)(c1ccccc1F)C2 (configuration not stated),3,3,5,5,-1,5,2,2,9
CCNC(=S)N1CCCCC1CO (configuration not stated),3,5,-1,4,-2,-6,13,-1,6
CCC(=O)N1CCN(c2ccc(NC(=O)c3cc4ccccc4o3)cc2Cl)CC1,18,6,6,43,-2,-5,-7,3,4
O=C(OCCCN=C1NS(=O)(=O)c2ccccc21)c1ccc([N+](=O)[O-])cc1,3,-2,2,-8,-2,0,-13,-4,-3
COCCOC(=O)c1c(C)oc2ccc(NS(=O)(=O)c3ccc(C(=O)O)cc3)cc12,6,1,2,13,5,-1,7,-11,-3
COc1ccc(NC(=O)CC2C(=O)N(c3ccc(OC)cc3)C(=O)N2CCc2cccs2)cc1 (configuration not stated),1,2,4,6,-4,3,0,6,4
CCCCCCCCCCCC(=O)N/N=C/c1ccco1,6,2,3,4,2,0,-7,1,-1
O=C(N/N=C/c1cccc([N+](=O)[O-])c1)C(=O)N1CCCCCC1,-1,2,1,-4,-1,2,0,1,4
Cc1csc(=O)n1CCC(=O)OCC(=O)Nc1cccc(C#N)c1,5,2,2,-7,-2,-2,1,-2,0
O=[N+]([O-])c1ccc2nc(C(O)C(O)c3nc4ccc([N+](=O)[O-])cc4[nH]3)[nH]c2c1 (configuration not stated),2,-3,7,9,-2,3,7,3,1
COc1ccccc1CC(=O)Nc1ccc(-c2noc(COc3cccc(C)c3C)n2)cc1,-3,-19,-2,-1,-22,0,-4,-13,5
COc1cc(SC)ccc1C(=O)Nc1ccc(C)cc1C,0,7,1,9,-2,-1,0,4,3
Cc1ccccc1SCC(=O)Nc1ccc(N2CCOCC2)cc1,10,9,1,18,0,-2,-2,6,0
Cc1cccc(NC(=O)CCNC(=O)c2ccccc2Cl)n1,-4,-3,6,13,-3,-3,1,-7,15
O=C(O)CCCN1C(=O)/C(=C/c2ccncc2)SC1=S,0,4,7,-5,2,-4,-12,0,1
Cc1cccn2c(=O)c(C=O)c(NCc3ccccc3)nc12,-2,-1,·,-11,-1,2,-3,0,·
CCc1nn2c(=O)cc(COc3ccc(/C=C4\C(=N)N5N=C(C)SC5=NC4=O)cc3)nc2s1,4,7,-1,4,5,0,1,0,6
O=P(C(=NCCO)NO)(N1CCOCC1)N1CCOCC1,6,8,3,4,4,-2,0,-2,3
CCOC(=O)C1=C(c2ccccc2)N=C2SCC(=O)N2C1c1ccc(OC)c(OC)c1 (configuration not stated),3,-3,5,11,-1,3,4,-5,0
Fc1ccc(OCc2nc(-c3ccncc3)n[nH]2)cc1,1,-8,-2,18,-1,-6,-4,1,4
O=Cc1ccc(-c2ccc(C(=O)O)cc2)o1,4,6,2,-8,1,-1,1,-3,5
Cc1n[nH]c(=O)c2c(NC(=O)COC(=O)c3cc(F)cc(F)c3)oc(C)c12,2,4,4,-5,3,0,10,-9,7
O=C(CCl)Nc1c2c(nn1-c1ccccc1)CSC2,4,-2,3,-1,-3,1,98*,-1,0
N#Cc1cccc(NC(=O)N2CCC(c3nc4c(nnn4Cc4cccc(Cl)c4)c(=O)[nH]3)CC2)c1,-3,10,-4,-9,-1,-3,-8,4,5
Cc1ccc(N=C2NC(=O)/C(=C/c3cccs3)S2)cc1C,18,-41,-2,0,-15,-20,-15,-42,-10
CN(C)S(=O)(=O)c1cc(NC2CC(=O)N(c3ccc(F)cc3)C2=O)ccc1Cl (configuration not stated),3,-6,1,12,0,-5,2,-4,5
CC(C)(C)C1CCc2c(sc(NC(=O)c3ccco3)c2C(N)=O)C1 (configuration not stated),-2,0,2,4,-4,0,6,-3,8
Cc1cc(C(=O)CSc2nnc(C3COc4ccccc4O3)n2C)c(C)n1-c1ccc(F)cc1 (configuration not stated),7,1,7,29,4,-1,8,1,-5
C=CC[C@H](CC(=O)N(CCO)Cc1ccccc1)C(=O)N[C@@H](C)COC(=O)[C@@H](CC=C)Cc1ccc(F)cc1,4,·,26*,7,·,1,·,·,6
Cc1ccc(C(=O)N2CCOCC2)cc1S(=O)(=O)Nc1cccc(C)c1C,3,5,2,1,-1,2,8,-2,2
C/C(Cc1ccccc1)=N\NC(=O)CNC(=O)c1ccccc1,-2,3,1,-2,0,8,4,0,4
Cc1ccc(NC(=O)CCCn2c(=O)[nH]c3ccsc3c2=O)cc1,0,11,2,-4,1,1,4,4,11
Cc1cc(=O)n2c(C(=O)Nc3ccc(C)c(C)c3)c(C(=O)Nc3ccccc3)sc2n1,1,-26,-4,-40,-11,-2,-12,-31,-3
COc1ccc(S(=O)(=O)N(C)CC(=O)NC2CCCCC2)cc1Cl,3,7,3,-1,3,2,-2,-6,7
CCOc1ccc(NC(=O)CCn2c(=O)[nH]c3ccsc3c2=O)cc1,-2,2,1,2,-2,-2,-4,-2,1
C=CCNC(=S)N/N=C1\CCS(=O)(=O)c2ccccc21,-5,3,8,13,4,-6,2,5,6
Cc1ccc(Cl)c(OCC(=O)NN2CCN(C)CC2)c1,4,-1,2,-5,-2,0,3,-3,4
COc1ccccc1NC(=O)CN1CCN(CC(=O)Nc2ccc(OCc3ccccc3)cc2)CC1,-9,-1,0,1,-2,-10,6,-4,13
Cc1c(NC(=O)CSc2nc3ccccc3c(=O)n2C(C)C)c(=O)n(-c2ccccc2)n1C,0,4,1,-2,3,-6,·,-1,-3
c1ccc(CNc2ccc3c(c2)ncn3C2CCCCC2)nc1,8,1,-2,26,0,-1,1,0,3
Nc1cc(Cl)ccc1N1CCCCCC1,4,4,4,16,-2,0,5,0,13

# Taken from the results shown (13 entries):
SMILES,pPAFAH FP inh,LYPLA2 counter,PAFAH1B2 inh,PREPL inh,LYPLA1 inh,PAD4 FP inh,GSTO1 inh,PME-1 primary,PAFAH1B3 inh
C=CC[C@H](CC(=O)N(CCO)Cc1ccccc1)C(=O)N[C@@H](C)COC(=O)[C@@H](CC=C)Cc1ccc(F)cc1,4,·,26*,7,·,1,·,·,6
Cc1ccc(C(=O)N2CCOCC2)cc1S(=O)(=O)Nc1cccc(C)c1C,3,5,2,1,-1,2,8,-2,2
C/C(Cc1ccccc1)=N\NC(=O)CNC(=O)c1ccccc1,-2,3,1,-2,0,8,4,0,4
Cc1ccc(NC(=O)CCCn2c(=O)[nH]c3ccsc3c2=O)cc1,0,11,2,-4,1,1,4,4,11
Cc1cc(=O)n2c(C(=O)Nc3ccc(C)c(C)c3)c(C(=O)Nc3ccccc3)sc2n1,1,-26,-4,-40,-11,-2,-12,-31,-3
COc1ccc(S(=O)(=O)N(C)CC(=O)NC2CCCCC2)cc1Cl,3,7,3,-1,3,2,-2,-6,7
CCOc1ccc(NC(=O)CCn2c(=O)[nH]c3ccsc3c2=O)cc1,-2,2,1,2,-2,-2,-4,-2,1
C=CCNC(=S)N/N=C1\CCS(=O)(=O)c2ccccc21,-5,3,8,13,4,-6,2,5,6
Cc1ccc(Cl)c(OCC(=O)NN2CCN(C)CC2)c1,4,-1,2,-5,-2,0,3,-3,4
COc1ccccc1NC(=O)CN1CCN(CC(=O)Nc2ccc(OCc3ccccc3)cc2)CC1,-9,-1,0,1,-2,-10,6,-4,13
Cc1c(NC(=O)CSc2nc3ccccc3c(=O)n2C(C)C)c(=O)n(-c2ccccc2)n1C,0,4,1,-2,3,-6,·,-1,-3
c1ccc(CNc2ccc3c(c2)ncn3C2CCCCC2)nc1,8,1,-2,26,0,-1,1,0,3
Nc1cc(Cl)ccc1N1CCCCCC1,4,4,4,16,-2,0,5,0,13

# Screening results (PubChem)
